MT1-MMP act inh: blockers of MT1-MMP proenzyme processing, primary screen, HT1080 RFP-PRO-GFP cells, GFP/RFP fluorescence | Matrix metalloproteinase-14 (Homo sapiens), P50281 | GFP/RFP ratio fluorescence, overnight; percent of plate control window, DMSO zero | GFP/RFP ratio change, % at 20 µM | 360,000 tested, 0.061% active | AID 651647, 2012;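 active means GFP/RFP ratio change of at least 30% with cell ATP level not reduced by more than half and red fluorescence within 50% of control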; further: strong numbers were not always called active
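Test system: HT1080 cells expressing an RFP-PRO-GFP fluorescent reporter construct / Compound dosing: single-point 20 µM compound, 1% DMSO / Schedule: cells overnight before dosing, compound overnight, 37 °C, 5% CO2 / Evaluation: GFP/RFP fluorescence ratio / Control set: DMSO and RFP-L50D-GFP cell wells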
MLLE-PAM2 inh: inhibitors of PABP1 MLLE–PAM2 peptide binding, primary screen, biochemical, fluorescence polarization, FITC-PAM2, GST-MLLE; inhibition, % at 20 µM; 360,000 tested, 0.36% active; AID 588489, 2011; in the data active means inhibition above about 35%, passing the limit was not always enough;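 further: plate controls were DMSO wells with GST-MLLE for no effect and wells lacking GST-MLLE protein for full effect; some results filed as inactive read as strong as hits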
FAS TE block: FAS thioesterase domain inhibitors, primary screen, biochemical, fluorescence intensity, uHTS | Fatty acid synthase (Homo sapiens), P49327 | 360,000 tested, 0.67% active | recombinant FAS-TE, OMFH fluorogenic substrate, fluorescence endpoint | inhibition, % at 15 µM;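 active means compounds whose normalised, plate-corrected inhibition of enzyme fluorescence in the single-dose primary screen is 50% or more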;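 further: 0% = DMSO with enzyme and 100% = substrate without enzyme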
SKN-1 inh: suppressors of acrylamide-induced Pgst-4::GFP reporter in worms, primary screen, SKN-1 inhibitor project, whole organism, uHTS, GFP/RFP fluorescence ratio, strain VP596 | C. elegans VP596 Pgst-4::GFP/RFP ratio, 24 h | AID 624304, 2012 | inhibition, % at 21.8 µM | 360,000 tested, 0.49% active;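 active means interference check ratio from 0.5 to 1.5 plus GFP to RFP signal ratio inhibition reaching or exceeding a fixed threshold, cut at about 30% in these data, passing the limit was not always enough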; further: some compounds called inactive have numbers as strong as hits
eLon inh: inhibitors of E. coli Lon protease, primary screen, biochemical, fluorescence polarization; 360,000 tested, 0.42% active; AID 602123, 2011; P0A9M0; inhibition, % at 7.94 µM; purified E. coli Lon protease; in the data active means inhibition above about 13%, passing the limit was not always enough;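 further: 0% = enzyme with probe and DMSO and 100% = no enzyme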
Target sequence (P0A9M0 whole entry, looked up): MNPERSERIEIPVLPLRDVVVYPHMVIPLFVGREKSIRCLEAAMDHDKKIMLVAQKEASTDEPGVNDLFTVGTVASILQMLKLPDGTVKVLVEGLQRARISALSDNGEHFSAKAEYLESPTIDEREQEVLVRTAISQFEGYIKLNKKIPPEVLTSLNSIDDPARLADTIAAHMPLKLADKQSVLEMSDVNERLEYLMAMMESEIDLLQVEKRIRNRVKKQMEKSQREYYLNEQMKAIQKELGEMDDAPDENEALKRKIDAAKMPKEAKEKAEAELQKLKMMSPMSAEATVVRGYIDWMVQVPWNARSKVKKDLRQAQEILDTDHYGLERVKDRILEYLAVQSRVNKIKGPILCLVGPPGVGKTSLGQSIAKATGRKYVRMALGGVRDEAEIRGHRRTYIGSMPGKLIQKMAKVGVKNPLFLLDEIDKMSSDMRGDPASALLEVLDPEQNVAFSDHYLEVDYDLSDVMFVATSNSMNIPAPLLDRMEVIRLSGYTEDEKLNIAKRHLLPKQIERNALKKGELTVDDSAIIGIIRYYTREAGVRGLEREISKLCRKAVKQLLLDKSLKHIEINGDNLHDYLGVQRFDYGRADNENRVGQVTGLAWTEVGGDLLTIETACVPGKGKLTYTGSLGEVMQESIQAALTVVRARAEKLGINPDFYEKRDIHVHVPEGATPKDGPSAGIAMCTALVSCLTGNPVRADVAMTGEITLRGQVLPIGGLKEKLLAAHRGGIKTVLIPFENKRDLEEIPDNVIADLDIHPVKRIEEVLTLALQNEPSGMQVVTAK
bovine MsrA act: bovine MsrA enzyme activators, primary screen, biochemical, absorbance, HTS; activation, % at 10.6 µM; 360,000 tested, 0.3% active; Methionine sulfoxide reductase A (Bos taurus); purified bovine MsrA, absorbance read-out; in the data active means activation above about 7.5%;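 further: 0% = vehicle and 100% = reference activator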
NRP1-CendR mod: modulators of CendR peptide binding to NRP-1, primary screen, biochemical, fluorescence polarization, uHTS. Neuropilin-1 (Homo sapiens), O14786. FAM-RPARPAR peptide binding to NRP-1. inhibition, % at 25 µM. 360,000 tested, 0.85% active. AID 602438, 2012;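 active means inhibition or corrected inhibition above about 18%, plus a signal ratio from 0.5 to 1.5, limit read from the data, passing the limit was not always enough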; further: strong numbers were not always called active
Rin1-Abl PPI inh: inhibitors of Rin1-Abl protein binding, primary screen, biochemical, TR-FRET | Tyrosine-protein kinase ABL1 (Homo sapiens) + Ras and Rab interactor 1 (Homo sapiens), … | inhibition, % at 7.35 µM | 360,000 tested, 0.4% active | AID 588664, 2011; in the data active means inhibition above about 5%, passing the limit was not always enough
Neddyl block: inhibitors of cullin neddylation, primary screen, biochemical, TR-FRET, uHTS, NAE and Ubc12; NEDD8-conjugating enzyme Ubc12 (Homo sapiens) + NEDD8-activating enzyme E1 regulatory …; calls only at 25 µM; 360,000 tested, 0.58% active; AID 651699, 2012; in the data active means inhibition above about 36%
Starred values were filed as active, the others as inactive; i = inactive; x = not tested or not shown; + = active, no number.

canonical_smiles	NRP1-CendR mod	eLon inh	Rin1-Abl PPI inh	FAS TE block	SKN-1 inh	bovine MsrA act	MLLE-PAM2 inh	MT1-MMP act inh	Neddyl block
CCC(=O)N1CCN(c2ccc(NC(=O)c3ccc([N+](=O)[O-])o3)cc2Cl)CC1	2	-1	-11	12	-2	-3	6	8	i
O=S(=O)(NC1CCCCC1)c1cccc(-c2nnc(-c3ccccc3)o2)c1	-4	-7	0	26	-2	-7	-7	0	i
COc1ccc(CNS(=O)(=O)c2ccc(C)cc2)cc1	28*	1	3	-9	10	-3	-10	4	i
CC(=O)c1cccc(NC(=O)c2ccc(NC(=O)CCS(=O)(=O)c3cccs3)cc2)c1	-9	-4	3	1	-8	-3	-7	-4	i
Cc1cccnc1NC(=O)CCNC(=O)c1ccc(Cl)cc1	12	-6	0	-4	-5	-4	-1	-3	i
CN(C)/C=N/c1c(C(=O)NCc2ccccc2)nnn1Cc1ccccc1	12	-8	1	-6	-12	-3	6	3	i
COc1ccccc1CC(=O)NCC(c1ccco1)N1CCCCC1 (centres undefined)	9	-15	3	-8	-8	-5	-21	-1	i
O=C(O)CSc1nnc(-c2ccc(Cl)cc2Cl)n1-c1ccc(Br)cc1	5	-12	2	-10	16	-2	-125	-9	i
Cc1ccc(C2NC(c3ccc(C)cc3)C(C)C(=NO)C2C)cc1 (centres undefined)	7	-3	7	-13	10	-1	-10	-10	i
Cc1ccc(Cl)cc1N1CCN(S(C)(=O)=O)CC1	-11	6	1	-4	8	-2	-12	6	i
O=C(COc1ccc(S(=O)(=O)N2CCCCC2)cc1Cl)N1CCOCC1	2	6	-2	-2	0	-6	5	-1	i
CN1CCC(N(C)S(=O)(=O)c2ccc(NC(=O)COc3cccc(C(F)(F)F)c3)cc2)CC1	-3	-6	4	-5	15	2	-5	0	i
CCCNC(=O)C1(C)CCCN(C(=O)c2ccccc2OC)C1 (centres undefined)	-11	1	-1	-8	-8	-6	21	1	i
CN(C(=O)CCc1nnc(-c2ccc(-c3ccccc3)cc2)o1)C1CCOCC1	21	5	8.8*	-2	17	-4	6	x	i
COC(=O)c1ccccc1NC1CC(=O)N(c2c(C)cccc2C)C1=O (centres undefined)	5	4	2	10	9	-15	4	-4	x
CCn1c(SCC(=O)Nc2nc3ccccc3s2)nnc1-c1ccc(Br)cc1	-2	-4	1	-12	11	-14	-36	-1	i
C=CCn1c(=O)c2ccccc2n2c(SCc3nnc(-c4ccccc4Br)o3)nnc12	6	-2	3	-6	2	1	-42	3	i
COc1ccc(-c2csc(NC(=O)CSc3ccc(Br)cc3)n2)c(OC)c1	4	-3	-5	15	1	-3	17	-8	i
COc1cccc(CC(=O)NCC2COc3ccccc3O2)c1OC (centres undefined)	-10	-7	-1	-5	-3	-8	6	-2	i
O=C(NC(NC1CCS(=O)(=O)C1)C(Cl)(Cl)Cl)c1ccc(Br)cc1 (centres undefined)	4	-4	6	-5	17	-2	-1	-5	i

Following part:
canonical_smiles	NRP1-CendR mod	eLon inh	Rin1-Abl PPI inh	FAS TE block	SKN-1 inh	bovine MsrA act	MLLE-PAM2 inh	MT1-MMP act inh	Neddyl block
COCCn1c(COc2ccc(Cl)cc2)nnc1SCC(N)=O	2	11	3	-1	10	-4	-53	2	i
COc1ccc(NS(=O)(=O)c2ccc(-c3ccccn3)s2)cc1	9	-3	-2	12	10	-4	-10	2	i
COC(=O)C1=C[C@@H](C(=O)OC)[C@@H]2C3=C(C(=O)[C@]2(C)NC(=O)c2ccccc2)[C@H](C)n2c(=O)n(C)c(=O)n2[C@@H]3C1	3	-4	1	-6	-2	0	4	1	i
COc1ccc(CC(=O)NC2CC2)cc1OC	-16	6	1	-4	22	0	-11	-1	i
O=C1Cc2ccccc2C(=O)N1	5	-1	x	50	4	5	x	7	i
Cc1cc(=O)c(C(=O)O)cn1-c1ccc(C(C)C)cc1	17	-4	3	1	-2	-3	6	-4	i
Cc1ccc(NC(=O)c2oc3ccccc3c2NC(=O)C2CC2)cc1	11	-3	0	8	13	-4	-16	-4	x
Cc1ccc(-n2nc(C)c(C(=O)Nc3cccc(C(=O)NC4CC4)c3)n2)c(C)c1	10	-4	1	24	-4	0	-16	0	i
Cc1ccc(/C=N/NC(=O)c2nnn(-c3nonc3N)c2CNc2ccccc2)cc1	12	5	0	1	4	-3	4	1	i
Cn1c(SCC(=O)Nc2cccc(F)c2)nnc1-c1cc2ccccc2o1	-17	-3	-1	-4	18	-4	-9	0	i
CCCCC1C(=O)CC[C@H]2[C@@H]1CC(=O)[C@@H]2C/C=C\CCCC(=O)O (some centres undefined)	-13	4	-1	1	-2	-2	-11	1	i
NC(=O)Nc1ccc(C(=O)OCC(=O)Nc2cccc(S(=O)(=O)NC3=NCCCCC3)c2)cc1	7	-5	-2	2	-11	-9	3	-7	i
COC(=O)c1cnc(SC)nc1C	-12	1	-2	-9	-1	-3	1	0	i
Oc1ccc(F)cc1-c1cc(-c2ccc3c(c2)OCCO3)n[nH]1	-7	-2	2	24	7	-4	1	7	i
COc1ccc(Cl)cc1NC(=O)COC(=O)C1=NNC(=O)CC1	-12	1	1	-6	-9	-15	3	-1	i
O=C(Cn1nnc(-c2ccccc2)n1)N=Nc1c(O)[nH]c2ccccc12	7	-13	3	-5	-9	-7	10	-2	i
CCOC(=O)C1=NOC(CNC(=O)c2c(-c3ccccc3Cl)noc2C)C1 (centres undefined)	-2	3	1	0	-8	-13	3	-4	i
COc1ccc(-c2nnc(SCC(=O)NCC3CCCO3)n2C)cc1 (centres undefined)	8	-3	1	-7	-15	-1	5	2	i
Cc1ccc(/C=C/S(=O)(=O)NCCC(=O)NCc2ccccc2F)cc1	12	4	0	1	-4	3	-5	-1	i
O=C(COc1ccc(Cl)cc1)NCc1nnc(SCC(=O)Nc2ccc(F)cc2F)o1	11	3	4	-2	6	-2	-26	-1	i

Next results
canonical_smiles	NRP1-CendR mod	eLon inh	Rin1-Abl PPI inh	FAS TE block	SKN-1 inh	bovine MsrA act	MLLE-PAM2 inh	MT1-MMP act inh	Neddyl block
CCCCN1C(=O)C(=O)N(CC(=O)c2cc(C)n(C3CC3)c2C)C1=O	7	-7	1	4	3	0	6	5	i
COc1ccccc1NC(=O)Oc1ccc(NC(=O)c2ccco2)cc1	-5	-9	9	-1	-6	1	16	4	i
COc1cccc(N2CCN(c3ccc4nnc(CCC(=O)Nc5ncccc5C)n4n3)CC2)c1	1	4	1	-4	-6	1	-12	0	i
COC1CCN(C(=O)c2cc(COc3cc(C)ccc3C)on2)CC1	-12	-6	2	-2	-6	5	9	3	i
Cc1ccc(C(=O)N/C(=C/c2ccco2)C(=O)OCN2C(=O)c3ccccc3C2=O)cc1	-20	-14	-6	8	0	-14	9	-4	i
Cc1cc(C)n2nc(C(=O)N(C)c3c(N)n(Cc4ccccc4)c(=O)[nH]c3=O)nc2n1	2	10	3	-3	-7	-8	-15	1	i
O=C(CN1CCN(c2ccccc2)CC1)Nc1ccccc1Sc1ccccc1	0	-2	-1	18	18	-2	-5	-8	i
O=C(CSCc1ccccc1)N1CCN(Cc2ccc3c(c2)OCO3)CC1	9	-5	1	6	-4	-1	-2	-14	i
COc1cc2c(cc1OC)C(c1ccccc1)N(C(=O)c1ccccc1)CC2 (centres undefined)	-50	-5	0	12	10	-1	-2	-1	i
CCCCNC(=O)C1(C)CCN1C(=O)c1ccc(C)c(F)c1 (centres undefined)	6	1	-3	-5	-13	-1	-5	1	i
Cn1c(COc2ccccc2)nnc1SCC(=O)Nc1ccc(S(N)(=O)=O)cc1	5	7	2	-1	11	-7	-24	0	i
O=C(CS(=O)(=O)Cc1ccccc1)Nc1ccc(S(=O)(=O)N2CCCCCC2)cc1	5	-3	4	10	-2	0	-7	-1	i
NS(=O)(=O)c1ccc(N2C(=O)C(=O)/C(=C(/O)c3ccccc3)C2c2ccc(Cl)cc2)cc1 (centres undefined)	-7	4	3	-7	-23	-15	-12	-6	i
CCCNC(=O)N[C@@H](CCSC)C(=O)OC	-11	-15	0	-3	-3	-10	16	-2	i
COCCN(Cc1ccccc1)C(=O)c1ccc(C(=O)c2ccccc2)cc1	1	4	1	9	4	-5	8	2	i
CN(C)Cc1c(O)ccc2c1O/C(=C\C=C\c1ccccc1)C2=O	-60	-36	-1	-8	-10	-4	-21	-44	i
Cc1cc(C)c(C#N)c(SCc2[nH]nc3c2C(c2ccc(F)cc2)C(C#N)=C(N)O3)n1 (centres undefined)	4	4	3	39	24	-1	5	2	i
Cc1c(C(=O)OC/C(O)=C(\C#N)c2nc3ccccc3[nH]2)oc2ccc(Br)cc12	-63	-13	-2	-3	14	-3	-43	-9	i
CCC(=NCCc1c(C)[nH]c2ccccc12)C1=C(O)CC(c2ccccc2)CC1=O (centres undefined)	-16	-4	2	26	13	-3	5	-14	i
CC(C)Cc1ccc(C(C)NC(=O)Cc2ccc(S(=O)(=O)N3CCOCC3)s2)cc1 (centres undefined)	-12	-1	0	21	10	-2	3	0	i
Cc1c2c(nc3ccccc13)CC(C)(C)CC2=O	19	9	2	-1	9	0	5	-7	i
CCN(CC)C(=O)C1c2ccccc2Oc2ccccc21	96	+	1	-38	13	-12	175	-66	i

Bioassay records (PubChem)
